Screening data (PubChem BioAssay)
bIAP act = increases bovine intestinal alkaline phosphatase activity; 200,000 compounds, 0.17% hits; AID 1016; purified bovine IAP, CDP-star luminescence, 30 min; hits give high values; fold of DMSO-control signal, blank-subtracted; activation factor at 20 µM;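 active = activation factor of 2 or more at 20 µM, a signal rise over negative controls twice the positive control's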
PPARg SRC2 recr = promotes SRC-2 coactivator recruitment by human PPARgamma; activation, % at 8 µM; PPARgamma LBD-SRC-2 recruitment, biochemical; 200,000 compounds, 0.34% hits; AID 1032; in the data active = activation above about 22%;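 note: 0% = vehicle and 100% = reference agonist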
Target sequence (P37231 whole entry, looked up, the tested form may be a part): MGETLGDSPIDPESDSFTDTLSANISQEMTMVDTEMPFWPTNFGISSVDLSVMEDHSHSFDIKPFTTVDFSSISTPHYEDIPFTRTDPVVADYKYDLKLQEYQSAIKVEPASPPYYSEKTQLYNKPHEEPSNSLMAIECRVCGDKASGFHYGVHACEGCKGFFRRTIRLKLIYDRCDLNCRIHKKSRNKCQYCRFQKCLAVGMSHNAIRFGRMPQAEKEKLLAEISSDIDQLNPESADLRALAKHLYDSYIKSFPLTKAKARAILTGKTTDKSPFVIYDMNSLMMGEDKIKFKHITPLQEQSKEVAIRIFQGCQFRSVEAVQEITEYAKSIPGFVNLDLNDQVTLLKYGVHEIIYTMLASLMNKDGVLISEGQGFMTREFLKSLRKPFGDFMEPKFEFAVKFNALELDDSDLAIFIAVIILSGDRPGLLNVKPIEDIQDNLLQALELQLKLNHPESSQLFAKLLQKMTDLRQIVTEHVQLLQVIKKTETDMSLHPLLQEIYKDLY
PPARg SRC1 recr = agonists of human PPARgamma SRC-1 coactivator recruitment; P37231; PPARgamma-SRC-1 coactivator recruitment biochemical assay; activation, % at 8 µM; 200,000 compounds, 0.41% hits; in the data active = activation above about 19%;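 note: 0% = DMSO and 100% = reference agonist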
PPARg SRC-3 ag = promotes SRC-3 coactivator recruitment by human PPARgamma; P37231; biochemical PPARgamma/SRC-3 coactivator recruitment assay; activation, % at 8 µM; 200,000 compounds, 0.26% hits; AID 731; in the data active = activation above about 23%;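 note: 0% = DMSO and 100% = reference agonist; some compounds past the cut are filed as inactive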
TLR4-MyD88 BLA = inhibitors of human TLR4-MyD88 binding | inhibition, % at 8.4 µM | 200,000 compounds, 0.18% hits | O00206+Q99836 | HeLa CL3-4 TLR4/MyD88 BLA complementation, FRET ratio; in the data active = inhibition above about 25%;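 note: 0% = vehicle and 100% = reference inhibitor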
ROMK primary = modulators of human ROMK potassium channel; Tet-inducible ROMK, thallium flux fluorescence; actives lie on both sides; B-score at 10 µM; 130,000 compounds, 2% hits; P48048;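 active = signal ratio slope over the read window, or its plate-corrected B-score, at least 3 SD from the plate mean, either direction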;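 note: B-score of the F/F0 ratio slope over 7 to 12 s after thallium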
bIAP inhibitor = intestinal alkaline phosphatase (bovine) inhibition; purified bovine IAP, CDP-star luminescence, 30 min; inhibition, % at 20 µM; 190,000 tested, under 10 active;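 active = over 50% inhibition of intestinal alkaline phosphatase at 20 µM in the single-dose screen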
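Incubation: 30 min reaction at room temperature / Material: purified bovine intestinal alkaline phosphatase (IAP) enzyme / Input: enzyme at 1/65,000,000 dilution / Dosing: 20 µM single dose / Signal: CDP-star luminescence signal / Reagent: CDP-star chemiluminescent phosphatase substrate, 30 µM final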
TR-FRET SRC-2 ct = TR-FRET artefact, counter-screen to PPARgamma/SRC-2 agonist assay; hits give high values; TR-FRET ratio at 8 µM; 200,000 compounds, 0.4% hits; AID 1049; in the data active = TR-FRET ratio above about 2000; note: inactives centre near 1500; reference of the scale not given here
Redox H2O2 prof = compounds producing H2O2 with reducing agent – biochemical, NIH compound library profiling, artefact control for MLSCN library redox annotation, primary screen; activation, % at 10 µM; DTT-dependent redox cycling H2O2, phenol red/HRP absorbance; 100% = 100 µM peroxide control, 0% = buffer; 200,000 compounds, 0.03% hits;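 active = activation of at least 50% relative to the plate's high and low controls in the primary single-dose screen; inactive = activation below 50%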;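 note: compound incubated with DTT at 0.8 mM final as the reducing agent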
S1P3 antag = antagonists of human S1P3 receptor; CHO S1P3 NFAT-BLA reporter, FRET fluorescence, antagonist mode; inhibition, % at 4.98 µM; 170,000 compounds, 0.27% hits; AID 485;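 active = inhibition above the plate cutoff, the mean inhibition of test wells on that plate plus 3 SD, cut at about 28% in these data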;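 note: cells challenged with S1P at its EC80 of 0.8 µM; blue over green emission ratio from cleaved BLA substrate after 4 h stimulation; 0% = S1P-stimulated wells and 100% = unstimulated DMSO-only wells; some compounds past the cut are filed as inactive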
Target sequence (Q99500 whole entry, looked up): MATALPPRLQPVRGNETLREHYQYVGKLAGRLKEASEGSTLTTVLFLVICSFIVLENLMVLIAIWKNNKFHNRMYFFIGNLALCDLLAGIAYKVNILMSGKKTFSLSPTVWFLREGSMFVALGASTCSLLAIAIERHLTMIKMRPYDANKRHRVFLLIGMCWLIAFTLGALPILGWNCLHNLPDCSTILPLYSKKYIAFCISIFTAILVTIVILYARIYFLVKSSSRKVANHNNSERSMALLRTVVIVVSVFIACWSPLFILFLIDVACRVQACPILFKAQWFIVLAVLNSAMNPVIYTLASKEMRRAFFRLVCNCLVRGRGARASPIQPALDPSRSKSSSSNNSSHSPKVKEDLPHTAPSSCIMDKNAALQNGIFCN
Lmaj promast = reduces viability of Leishmania major promastigotes; resazurin fluorescence viability; inhibition, % at 10 µM; 200,000 compounds, 9% hits; AID 1063; in the data active = inhibition above about 50%;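 note: promastigotes grown with compound for 44 hours at 28 °C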
Numbers without * were called inactive; . = not tested or not shown.

SMILES | bIAP act | PPARg SRC2 recr | PPARg SRC1 recr | PPARg SRC-3 ag | TLR4-MyD88 BLA | ROMK primary | bIAP inhibitor | TR-FRET SRC-2 ct | Redox H2O2 prof | S1P3 antag | Lmaj promast
CN(c1ccccc1)c1ccc(/C=N/N2CCOCC2)cc1 | 1.2 | 4 | 0 | -1 | 13 | . | -20 | 1426 | 0.0 | -2 | -6
COc1ccc(S(=O)(=O)N2CCC(C(=O)N3CCCC3)CC2)cc1 | 1 | 2 | 7 | 0 | -1 | . | -2 | 1670 | -1.4 | -24 | -6
COc1ccc(NC(=O)/C(Cl)=C(/Cl)S(=O)(=O)Cc2ccccc2)cn1 | 0.8 | 8 | 2 | 9 | 10 | . | 17 | 1764 | 0.2 | . | 42
Cc1ccnc2nc(C(=O)Nc3nnc(CC(C)C)s3)nn12 | 0.9 | 9 | 2 | 1 | -1 | 0.24 | 8 | 1549 | 0.7 | . | -1
COC(=O)c1ccc2c(=O)n(CCCCCC(=O)NCc3ccc4c(c3)OCO4)c(=O)[nH]c2c1 | 1 | 4 | 6 | 3 | -7 | . | 1 | 1621 | 0.1 | . | -2
Cc1ccc(C(=O)NCCSC2CCCCC2)cc1S(=O)(=O)Nc1ccccc1 | 1 | 21 | 12 | -2 | -3 | . | 5 | 1672 | -4.8 | . | 97*
O=C(CSc1ccc2c(c1)OCCO2)NC(=O)Cc1ccccc1 | 1 | -1 | 1 | -2 | -4 | -1.1 | 2 | 1371 | 0.1 | -21 | -7
COC(CN1C(=O)C(=O)/C(=C(/O)c2ccccc2)C1c1ccccn1)OC (stereo not given) | 1 | 6 | -16 | -1 | 2 | 0.16 | 1 | 1234 | -1.0 | -4 | -4
CCCCCCCC1CC(/C(C)=N/NC(N)=O)OC1=O (stereo not given) | 0.9 | 5 | -3 | -3 | -9 | -0.86 | 11 | 1398 | 0.1 | -9 | -10
O=C(Nc1cccc(C(=O)N2CCN(Cc3ccccc3)CC2)c1)c1ccccc1 | 1.1 | -11 | -5 | -4 | -1 | . | -10 | 1423 | 2.0 | . | 75*

Reprinted from the part before: 2 entries; new compounds follow.
SMILES | bIAP act | PPARg SRC2 recr | PPARg SRC1 recr | PPARg SRC-3 ag | TLR4-MyD88 BLA | ROMK primary | bIAP inhibitor | TR-FRET SRC-2 ct | Redox H2O2 prof | S1P3 antag | Lmaj promast
CCCCCCCC1CC(/C(C)=N/NC(N)=O)OC1=O (stereo not given) | 0.9 | 5 | -3 | -3 | -9 | -0.86 | 11 | 1398 | 0.1 | -9 | -10
O=C(Nc1cccc(C(=O)N2CCN(Cc3ccccc3)CC2)c1)c1ccccc1 | 1.1 | -11 | -5 | -4 | -1 | . | -10 | 1423 | 2.0 | . | 75*
Cc1noc(NS(=O)(=O)c2ccc(N/C=C\C(=O)c3ccc(Br)cc3)cc2)c1C | 1 | 6 | 7 | -1 | -9 | 6* | -2 | 1424 | 0.0 | -17 | -10
CCSc1nnc(NC(=O)[C@@H](NC(=O)c2ccc(C(C)(C)C)cc2)C(C)C)s1 | 1 | 6 | -5 | -3 | -8 | 0.13 | 1 | 1530 | -0.4 | -13 | 9
COC(=O)c1ccc2c(=O)n(CC3CCCO3)c(SCC(=O)NCCc3ccc(S(N)(=O)=O)cc3)nc2c1 (stereo not given) | 0.9 | -1 | 5 | 2 | -13 | 0.18 | 10 | 1546 | 0.2 | 0 | -3
COc1ccc(CCNC(=O)C2CC(=O)N(C3CCCCCCC3)C2)cc1OC (stereo not given) | 0.9 | -8 | 8 | 8 | 2 | . | 7 | 1528 | 1.2 | . | 2
Cc1noc(C)c1C(=O)N1CCN(S(=O)(=O)c2ccc(F)cc2)CC1 | 1.2 | 1 | 4 | 1 | 7 | -0.15 | -23 | 1657 | -1.0 | -17 | 6
CON(C)S(=O)(=O)c1ccc2c(c1)NC(=O)C1CCCN21 (stereo not given) | 1.2 | 6 | -4 | 5 | -12 | . | -23 | 1608 | 0.7 | . | 1
Cc1ccc(-c2cc(C(=O)Nc3cc(C(=O)O)ccc3C)c3ccccc3n2)cc1 | 1.1 | 6 | 10 | 0 | -6 | 0.47 | -5 | 1643 | 9.8 | -5 | -6
CCCCCCC(=O)Nc1ccc(Cl)cn1 | 0.8 | 6 | 7 | 2 | 4 | . | 19 | 1629 | -0.5 | 28 | 2
COC(=O)c1ccccc1NC(=S)NC(=O)COc1ccccc1Cl | 0.9 | 6 | 3 | 11 | 16 | -0.4 | 7 | 1684 | -0.5 | . | -6
C=CCNC(=O)C1CCN(c2ccc(S(=O)(=O)N3CCOCC3)cc2Cl)CC1 | 1 | -7 | 0 | -1 | 8 | 0.39 | -3 | 1392 | -0.5 | -10 | -1
O=C(CSc1nnc(-c2ccccc2)n1Cc1ccccc1)N1CCOCC1 | 1 | 0 | 4 | 14 | -6 | . | -3 | 1634 | 2.2 | -3 | -1
O=C(Nc1ccccc1C(=O)NCc1cccnc1)c1ccco1 | 0.9 | 1 | -2 | -10 | 4 | 0.6 | 8 | 1448 | -0.1 | . | -16
CC(=O)c1c(N2CCCC2)[nH]c(-c2ccccc2)nc1=S | 1 | -4 | 0 | -8 | -2 | 4.8* | 1 | 1474 | 0.2 | . | 5
CC(=O)Nc1cc(S(=O)(=O)Nc2ccccc2)c(C)cc1C | 1.1 | 4 | 4 | 8 | -8 | . | -5 | 1571 | 1.0 | . | -1
CC(C)CCNC(=S)Nc1ccccn1 | 0.9 | -10 | 6 | -1 | 6 | 0.85 | 11 | 1546 | 0.4 | -1 | 68*
CCCn1c(N)c(N2CCCCC2)c(=O)n(CC(=O)Nc2ccccc2C)c1=O | 1.1 | 2 | 0 | 12 | 10 | -1 | -6 | 1369 | -0.3 | . | -5
O=C(COC(=O)COc1ccccc1)Nc1ccc(OC(F)(F)F)cc1 | 1 | 9 | 1 | 6 | -3 | . | 2 | 1497 | -0.2 | . | -5
CC(=O)N(NC(=O)c1ccccc1Cl)C1CC(=O)N(c2ccc(C)cc2)C1=O (stereo not given) | 0.9 | 14 | -3 | 9 | 6 | . | 9 | 1461 | -5.3 | . | -5
CCCCN(C)CCC(=O)Nc1ccc2c(c1)CCC2 | 1.1 | 3 | 2 | 3 | 0 | -0.11 | -10 | 1640 | -0.2 | -1 | 32
CC(C)CC(=O)N1CCN(C(=O)c2cccc(F)c2)CC1 | 0.9 | -10 | 5 | -7 | -3 | 0.73 | 13 | 1673 | -0.9 | 1 | -6
Cc1cc(C(=O)NCC(c2ccco2)N(C)C)no1 (stereo not given) | 1 | 6 | 6 | 13 | -3 | . | 3 | 1708 | -0.4 | . | -4
COc1ccc(OC)c(C2CC(=O)OC3=C2C(=O)CC(C)(C)C3)c1 (stereo not given) | 1.1 | -4 | -2 | 2 | -14 | 0.13 | -6 | 1442 | -1.3 | -3 | -1
CCCCc1ccc(NC(=O)N[C@H](C(=O)O)C(C)CC)cc1 (stereo not given in full) | 0.9 | 3 | 2 | -2 | 3 | . | 10 | 1397 | 1.6 | 18 | -2
O=S(=O)(/C=C/c1ccccc1)Oc1ccccc1 | 0.8 | 8 | -1 | -3 | -6 | -0.17 | 17 | 1751 | 0.2 | . | 34
COc1ccc(NC(=O)c2sc(=S)[nH]c2N)cc1 | 1 | 4 | 16 | 28* | -7 | . | -2 | 1621 | 2.0 | . | 4
COc1ccc(OC)c(NC(=O)CN2C(=O)c3ccccc3S2(=O)=O)c1 | 1 | 2 | -2 | 0 | -8 | . | 2 | 1556 | -2.9 | -2 | -8
COC(=O)C(NC(=O)c1ccccc1)=C1CCCCC1 | 1 | 7 | -2 | 4 | -20 | -0.76 | -1 | 1528 | -0.6 | -6 | -4
CCOC(=O)C1=C(CS(=O)(=O)c2ccc(F)c(C)c2)NC(=O)NC1c1ccc(O)c(O)c1 (stereo not given) | 1.2 | 8 | 3 | 8 | -21 | . | -16 | 1563 | -0.5 | 8 | -4
C#CCOCCOCCOCCNc1nc(N2CCN(C(=O)[C@H](CCC(=O)O)n3cc(C(N)Cc4ccc(O)cc4)nn3)CC2)nc(N2CCN(C(=O)[C@H](CCC(=O)O)n3cc(C(N)Cc4ccc(O)cc4)nn3)CC2)n1 (stereo not given in full) | 1 | 2 | 2 | 3 | -18 | . | -2 | 1632 | -0.8 | -11 | 1
NC(=O)CNC(=O)C1CCCc2c1[nH]c1ccc(Cl)cc21 (stereo not given) | 0.9 | 8 | 5 | 0 | 2 | . | 7 | 1466 | 0.0 | -22 | 2
O=C(NC(=S)NC1CCCCCC1)c1cncc(Br)c1 | 0.7 | 0 | -7 | -4 | -2 | -0.057 | 32 | 1366 | 0.2 | -4 | 61*
CCCCn1c(C(C)O)nc2ccccc21 (stereo not given) | 0.9 | -8 | -4 | 5 | -13 | . | 9 | 1532 | 3.4 | 1 | 6
CCCN(CCC)CCNC(=O)Cn1cnc2sc(C)c(S(=O)(=O)N3CCOCC3)c2c1=O | . | -3 | -4 | -7 | 3 | -0.36 | . | 1268 | 1.9 | . | 1

In a second layout: 9 of the compounds above
Results follow in this order: bIAP act | PPARg SRC2 recr | PPARg SRC1 recr | PPARg SRC-3 ag | TLR4-MyD88 BLA | ROMK primary | bIAP inhibitor | TR-FRET SRC-2 ct | Redox H2O2 prof | S1P3 antag | Lmaj promast
CCCCc1ccc(NC(=O)N[C@H](C(=O)O)C(C)CC)cc1 (stereo not given in full)
  0.9 | 3 | 2 | -2 | 3 | . | 10 | 1397 | 1.6 | 18 | -2
O=S(=O)(/C=C/c1ccccc1)Oc1ccccc1
  0.8 | 8 | -1 | -3 | -6 | -0.17 | 17 | 1751 | 0.2 | . | 34
COc1ccc(NC(=O)c2sc(=S)[nH]c2N)cc1
  1 | 4 | 16 | 28* | -7 | . | -2 | 1621 | 2.0 | . | 4
COc1ccc(OC)c(NC(=O)CN2C(=O)c3ccccc3S2(=O)=O)c1
  1 | 2 | -2 | 0 | -8 | . | 2 | 1556 | -2.9 | -2 | -8
COC(=O)C(NC(=O)c1ccccc1)=C1CCCCC1
  1 | 7 | -2 | 4 | -20 | -0.76 | -1 | 1528 | -0.6 | -6 | -4
CCOC(=O)C1=C(CS(=O)(=O)c2ccc(F)c(C)c2)NC(=O)NC1c1ccc(O)c(O)c1 (stereo not given)
  1.2 | 8 | 3 | 8 | -21 | . | -16 | 1563 | -0.5 | 8 | -4
C#CCOCCOCCOCCNc1nc(N2CCN(C(=O)[C@H](CCC(=O)O)n3cc(C(N)Cc4ccc(O)cc4)nn3)CC2)nc(N2CCN(C(=O)[C@H](CCC(=O)O)n3cc(C(N)Cc4ccc(O)cc4)nn3)CC2)n1 (stereo not given in full)
  1 | 2 | 2 | 3 | -18 | . | -2 | 1632 | -0.8 | -11 | 1
NC(=O)CNC(=O)C1CCCc2c1[nH]c1ccc(Cl)cc21 (stereo not given)
  0.9 | 8 | 5 | 0 | 2 | . | 7 | 1466 | 0.0 | -22 | 2
O=C(NC(=S)NC1CCCCCC1)c1cncc(Br)c1
  0.7 | 0 | -7 | -4 | -2 | -0.057 | 32 | 1366 | 0.2 | -4 | 61*
